Assay outcomes from PubChem.
APEX1 inh = blocks human APE1 abasic DNA cleavage. P27695. recombinant APE1, TAMRA/BHQ-2 abasic DNA cleavage fluorescence. Potency, µM (titrated, usually from 65.8 µM), for the others: at the highest dose activity change, negative = inhibition, actives largely listed as inhibitors. hit rate 0.35% among 350,000. AID 2517;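 further: potency means the concentration at half of the fitted maximal effect; plate controls were vehicle for no effect and reference inhibitor for full effect; nearly all actives have a fitted effect of over 55% in size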
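Enzyme (0.75 nM final) and test compound are incubated 15 min at room temperature before adding 50 nM quenched THF abasic-site duplex. Cleavage dequenches TAMRA, followed at 525/598 nm over three reads one minute apart.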
RGS4 inhibitor = inhibitors of human regulator of G protein signaling 4 | Transcreener GDP fluorescence polarization, RGS4-accelerated GTP hydrolysis | hit rate 0.039% among 390,000 | Potency, µM (titrated, usually from 114 µM), for the others: top-dose activity change, negative = inhibition, usual class: inhibitors | P49798; further: potency means the concentration at half of the fitted maximal effect; on the % scale 0 is the no-effect control and ±100 the full control effect; nearly all actives have a fitted effect of over 75% in size; some results filed as inactive show a strong effect at the top dose
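MLSMR compounds (23 nl, pin-transferred) preincubated 10 min at room temperature with a 500nM (2x) first reagent, then RGS4 at 900nM (2x) plus Transcreener GDP mix added; fluorescence polarization (620/688 nm) read before and after 90 min at 30 °C.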
POLB inh = DNA polymerase beta (human) inhibition; hit rate 1.3% among 340,000; AID 485314; Pol beta primer extension/strand displacement, fluorescence kinetic; Potency, µM (doses to about 114 µM), for the others: at the top dose activity change, negative = inhibition, hits mostly inhibitors; P06746; further: potency means the concentration at half of the fitted maximal effect; on the % scale 0 is the no-effect control and ±100 the full control effect
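Reaction started by 50 nM substrate onto compound-treated Pol beta (10 nM, 15 min preincubation, room temperature); plates read at 0 min and 10 min. Normalized concentration-effect data fitted by four-parameter Hill equation.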
Anesthetic bind = binds horse apoferritin like a general anesthetic | Potency, µM (top dose mostly 77.5 µM), without a hit: at the highest dose activity change, negative = displacement, hits mostly inhibitors | AID 485281 | apoferritin/1-aminoanthracene competitive binding, fluorescence | hit rate 0.074% among 350,000; further: potency means the concentration at half of the fitted maximal effect; on the % scale 0 is the no-effect control and ±100 the full control effect; nearly all actives have a fitted effect of over 20% in size
Target sequence (P02791 2-175 limits assumed): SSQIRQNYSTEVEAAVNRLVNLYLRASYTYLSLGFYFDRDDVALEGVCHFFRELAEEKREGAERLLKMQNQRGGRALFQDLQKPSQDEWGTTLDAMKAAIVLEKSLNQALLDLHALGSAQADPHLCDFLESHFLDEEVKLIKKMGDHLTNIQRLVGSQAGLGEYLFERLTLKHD
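10 uM apoferritin + 50% sat. 1-AMA, PBS; cpd 10 min RT; Ex380/Em535 endpoint; normalized to free probe vs complex; 4-param Hill fit; propofol titration as pos. ctrl.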
POLK inh = inhibitors of human DNA polymerase kappa; hit rate 0.53% among 400,000; purified Pol kappa, fluorescent DNA synthesis assay, 10 min; AID 588579; Q9UBT6; Potency, µM (series often up to 107 µM), for the others: at the top dose activity, negative = inhibition, actives largely listed as inhibitors; further: potency means the concentration at half of the fitted maximal effect; on the % scale 0 is the no-effect control and ±100 the full control effect
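Inhibition of 10 nM Pol kappa is measured by a fluorescent read-out at 0 and 10 min following addition of 50 nM substrate (final), with a 15-min room-temperature compound preincubation.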
12-LOX inh = ALOX12 (human) lipoxygenase inhibition | AID 1671190 | purified 12hLO, xylenol orange hydroperoxide absorbance | Potency, µM (doses to about 108 µM), for the others: at the highest dose activity change, negative = inhibition, hits mostly inhibitors | hit rate 1.1% among 580,000; further: potency means the concentration at half of the fitted maximal effect; on the % scale 0 is the no-effect control and ±100 the full control effect
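Purified human 12hLO (150 nM final) in 25 mM Hepes, 0.01% Triton X-100, pH 7.0 was preincubated 15 min at room temperature with compound. Then 40 uM arachidonic acid was added, 30 min. Hydroperoxide was read by Fe-XO absorbance ratio 573/405 nm.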
LDHA block = blocks human lactate dehydrogenase A; purified LDHA, NADH/diaphorase-resazurin fluorescence; active compounds read low; activity change, % (values are at about 110 or 230 µM); hit rate 0.15% among 480,000; AID 1347041; in the data active means activity change below about -30%; inconclusive means mostly about -25% to -30%;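 further: plate controls were DMSO wells for no effect and wells without enzyme for full effect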
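LDH5 2 nM; NADH 0.06 mM, pyruvate 0.2 mM; 200 mM Tris pH 7.4, EDTA, Tween-20; 5 min RT. Detection: diaphorase 0.133 mg/mL + resazurin 37 µM, fluorescence ex540/em590 at 0 and 20 min; normalized to enzyme-free and DMSO wells.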
Pol eta inh = DNA polymerase eta (human) inhibition. Q9Y253. recombinant Pol eta, fluorescent DNA replication assay. Potency, µM (highest dose often 114 µM), for the others: at the top dose activity change, negative = inhibition, actives largely listed as inhibitors. hit rate 1.2% among 390,000. AID 588591; further: potency means the concentration at half of the fitted maximal effect; on the % scale 0 is the no-effect control and ±100 the full control effect
Target sequence (Q9Y253 whole entry, looked up): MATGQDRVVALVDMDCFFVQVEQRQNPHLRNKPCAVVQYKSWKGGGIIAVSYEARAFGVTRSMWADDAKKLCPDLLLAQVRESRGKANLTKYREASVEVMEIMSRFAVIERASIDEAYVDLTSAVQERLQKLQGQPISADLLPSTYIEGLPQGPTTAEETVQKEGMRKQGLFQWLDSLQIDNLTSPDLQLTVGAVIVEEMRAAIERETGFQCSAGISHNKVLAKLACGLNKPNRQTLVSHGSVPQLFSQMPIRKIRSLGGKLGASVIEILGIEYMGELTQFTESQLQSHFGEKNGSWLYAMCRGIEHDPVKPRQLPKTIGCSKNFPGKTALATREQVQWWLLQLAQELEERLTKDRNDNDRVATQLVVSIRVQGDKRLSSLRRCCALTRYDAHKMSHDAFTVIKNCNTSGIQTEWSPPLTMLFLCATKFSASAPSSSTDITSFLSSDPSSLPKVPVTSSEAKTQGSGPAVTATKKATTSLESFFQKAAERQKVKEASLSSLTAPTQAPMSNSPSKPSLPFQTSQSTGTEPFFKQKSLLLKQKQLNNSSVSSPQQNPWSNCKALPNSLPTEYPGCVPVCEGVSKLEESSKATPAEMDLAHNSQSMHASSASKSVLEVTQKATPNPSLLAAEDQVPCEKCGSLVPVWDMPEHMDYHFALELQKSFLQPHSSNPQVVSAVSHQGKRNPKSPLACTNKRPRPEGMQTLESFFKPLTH
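Pol eta at 10 nM preincubated with compounds 15 min at room temperature; reaction started with fluorescent substrate (50 nM final) and read kinetically at 0 and 10 min.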
ERG-DNA inh = blocks human ERG Ets domain binding to DNA; P11308; fluorescence polarization, His-ERG Ets domain / labelled DNA; Potency, µM (titrated, usually from 76.9 µM), inactives show at the highest dose FP activity, negative = inhibition, usual class: inhibitors; hit rate 0.028% among 370,000; AID 624246; active means well fitted inhibition curve with a large enough effect in the polarisation, with a control signal flat; inconclusive means small, poorly fitted or top-dose-only effect, or effect the other way, or a change in a side signal; inactive means no such curve, though single readings can be large or run the other way; the % refers to the polarisation;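 further: polarization taken with two DNA probes labelled with fluorescein and Texas red; potency means the concentration at half of the fitted maximal effect; % of control where 0% means no effect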
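His-tagged ERG Ets domain (1 uM in the protein solution; 300mM KCl, 50mM Tris-HCl, 1mM EDTA, 1mM DTT, pH 7.5) received compound, then a probe mix of 5 nM fluorescein-DNA and 100nM Texas-615-DNA. Fluorescence polarization was read for both dyes.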
* = called active by the depositor; ? = inconclusive; · = not tested or not shown; & = joins results of further samples; [ ] = dose if it differs, or a comment. Unless noted, the call rests on the fitted dose curve; in most records, active means well fitted curve in the direction sought with a large enough effect; inconclusive means small, poorly fitted or top-dose-only effect, or another doubt; inactive means no such curve, though single readings can be large; an effect the other way counts as inactive or inconclusive. Only part of the results is shown; rates above refer to the full screens.

1. Cc1ccc(C)c2[nH]c(=O)c(CN(CC3CCCO3)C(=O)NC3CCCCC3)cc12 (centres undefined)
2. Cc1ccc(N=C2c3ccccc3C(=O)C2[N+](=O)[O-])cc1C (centres undefined)
3. C/C(=N/NC(=O)C1COc2ccccc2O1)c1ccco1 (centres undefined)
4. CC1(C)CC(=O)C(C=NCCCn2ccnc2)=C(O)C1
5. Cc1c(C)c(C)c(CN2CCSCC2)c(C)c1C
6. COc1ccccc1NC(=O)CCc1nc2ccccc2s1
7. O=C(CCl)NC(=O)NC12CC3CC(CC(C3)C1)C2
8. COC(=O)C(CC(=O)c1ccccc1)CC(=O)c1ccccc1
compound no.	1	2	3	4	5	6	7	8
APEX1 inh	-1%	-6%	-2%	-4%	20%	-3%	9%	-2%
RGS4 inhibitor	-29%	0%	9%	-31%	12%	?	11%	-16%
POLB inh	5%	15%	0%	1%	-2%	-1%	36%	7%
Anesthetic bind	-11%	-12%	-12%	-13%	-2%	-7%	?	-8%
POLK inh	-15%	-15%	-12%	-1%	1%	6%	-6%	-4%
12-LOX inh	0%	?	2%	3%	2%	12%	9%	·
LDHA block	3	-2	-5	-6	-2	-1	1	0
Pol eta inh	-15%	5%	-2%	-12%	-3%	-15%	?	-2%
ERG-DNA inh	1%	1%	9%	10%	15%	-2%	-1%	-14%

Entries of single compounds, looked up by structure. Order of screens: APEX1 inh | RGS4 inhibitor | POLB inh | Anesthetic bind | POLK inh | 12-LOX inh | LDHA block | Pol eta inh | ERG-DNA inh
Cc1c(C)c(C)c(CN2CCSCC2)c(C)c1C is listed with 20% | 12% | -2% | -2% | 1% | 2% | -2 | -3% | 15%
Cc1ccc(N=C2c3ccccc3C(=O)C2[N+](=O)[O-])cc1C (centres undefined) is listed with -6% | 0% | 15% | -12% | -15% | ? | -2 | 5% | 1%

Next section.
9. CCCCNc1c(-c2ccc(SC(C)CC)c(OC)c2)nc2ccc(C)cn12 (centres undefined)
10. O=C(c1ccccc1)C1CC=CCC1C(=O)c1ccccc1 (centres undefined)
11. Cc1cc(C(=O)NCCc2ccccc2)ccc1[N+](=O)[O-]
12. Cc1ccc(C)c(NS(=O)(=O)c2cc(C(=O)NCc3ccccn3)ccc2Cl)c1
13. COc1ccccc1CNC(=O)Cn1nc(C)c2nn(-c3ccc(Cl)cc3)c(C)c2c1=O
14. COc1ccc(OC)c(NC(=O)C2CCN(S(=O)(=O)c3ccc4c(c3)CC(C)N4C(C)=O)CC2)c1 (centres undefined)
15. Cc1cccc(C)c1NC(=O)CNC(=O)COC(=O)c1ccc(Cl)s1
16. CCCCn1c(=O)c(CCC(=O)OCC(=O)NC(=O)NCCOC)nc2ccccc21
compound no.	9	10	11	12	13	14	15	16
APEX1 inh	32%	·	1%	12%	·	10%	-5%	-1%
RGS4 inhibitor	-10%	6%	15%	4%	18%	46%[11.4 µM]	7%	-8%
POLB inh	·	·	-3%	14%	-19%	1%&4%	·	?
Anesthetic bind	·	·	-18%	-20%	51%[activator]	-3%&2%	·	-13%
POLK inh	-5%	-7%	-4%	-15%	-14%[60.1 µM]	-8%&3%	10%	5%
12-LOX inh	?	8%	0%[57.4 µM]	29%	?	7%&-16%	4%	-5%
LDHA block	8	1	-6	-3	-7	-4&-2	-3	-3
Pol eta inh	?	-9%	0%	-9%	-3%	-9%&-6%	-19%	-2%
ERG-DNA inh	-9%	3%	·	-7%	2%	-5%&-3%	-14%	4%

17. O=C(N/C(=C\c1ccc(Br)cc1)C(=O)N1CCOCC1)c1ccc(Br)o1
18. COc1ccc2cc(Br)ccc2c1CC(=O)NCCCN1CCOCC1
19. Cc1ccccc1NC(=O)CN1C(=O)NC(C)(c2ccc3c(c2)OCO3)C1=O (centres undefined)
20. COc1ccc(-n2ccnc2SCC(=O)NCc2ccc(F)cc2)c(OC)c1
21. CCC(C(=O)NC1CCCC1)N(C(=O)c1snc(C(N)=O)c1N)c1ccc2c(c1)OCCO2 (centres undefined)
22. COc1ccc(CCNC(=O)c2csc3c2CCCC3)cc1
23. COc1cc(C(=O)Nc2ccc(C(F)(F)F)cc2)ccc1OCC(=O)N1CCOCC1
24. COc1cccc(C2CC(=O)Nc3c2c(=O)[nH]c2nc4ccccc4n32)c1 (centres undefined)
25. CC1(C)C2([N+](=O)[O-])CN3CC1([N+](=O)[O-])CN(C2)C3c1ccccc1 (centres undefined)
26. CC1CN(CCC(=O)Nc2ccc3c(c2)CCC3)CC(C)O1 (centres undefined)
27. Cc1ccc(-c2ccc(SCC(=O)c3ccccc3)nn2)cc1
compound no.	17	18	19	20	21	22	23	24	25	26	27
APEX1 inh	61%[12.4 µM]	·	0%	-4%	-2%	?	0%	·	-2%	-4%	4%
RGS4 inhibitor	-6%	21%	-4%	18%	21%	-24%	-6%	3%	5%	1%	-22%
POLB inh	-1%	·	-1%	-4%	33%	-18%	·	-11%	12%	12%	-12%
Anesthetic bind	-3%	·	?	-11%	-16%	-15%	·	12%	-8%	-8%	?
POLK inh	-11%	11%	-1%	-8%	-15%	-3%	1%	-12%	-1%	-4%	-9%
12-LOX inh	8%	0%	0%	3%	0%	-6%	7%	-25%	-23%	-11%	10%
LDHA block	-4	1	-8	-5	-3	-2	-2	-3	-16	3	-6
Pol eta inh	-12%	1%	-5%	?	-8%	-15%	-12%	1%	-10%	-3%	-12%
ERG-DNA inh	5%	-3%	-3%	1%	-7%	-3%	-6%	-16%	0%	·	-9%

Look-ups from above.
Cc1ccc(-c2ccc(SCC(=O)c3ccccc3)nn2)cc1 in LDHA block → -6
CC1CN(CCC(=O)Nc2ccc3c(c2)CCC3)CC(C)O1 (centres undefined) in RGS4 inhibitor → 1%
COc1ccc(-n2ccnc2SCC(=O)NCc2ccc(F)cc2)c(OC)c1 in RGS4 inhibitor → 18%
CCC(C(=O)NC1CCCC1)N(C(=O)c1snc(C(N)=O)c1N)c1ccc2c(c1)OCCO2 (centres undefined) in POLK inh → -15%
COc1cc(C(=O)Nc2ccc(C(F)(F)F)cc2)ccc1OCC(=O)N1CCOCC1 in ERG-DNA inh → -6%
COc1ccc2cc(Br)ccc2c1CC(=O)NCCCN1CCOCC1 in ERG-DNA inh → -3%
